# OXTR agonist: human OXTR agonists, primary screen, fluorescence, CHO-OTR cells, Fluo-8 calcium; Oxytocin receptor (Homo sapiens), P30559; Fluo-8 calcium fluorescence; normalized: DMSO 0%, oxytocin 100%; activation, % at 3 µM; 0.32% of 320,000 active;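 active means activation above the mean of all tested compounds plus 3 SD, cutoff set per screening run, cut at about 20% in these data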;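 further: peak over basal fluorescence ratio from a 100 s FLIPR kinetic read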
# MEKK2wt PB1 HTS: modulators of MEK5 binding to wildtype MEKK2, primary screen, biochemical, multiplex bead flow cytometry, Alexa488-MEK5. Mitogen-activated protein kinase kinase kinase 2 (Homo sapiens), Q9Y2U5. Alexa488-MEK5 binding to MEKK2 WT; actives lie on both sides. binding response (% of control), % at 10 µM. 1.1% of 290,000 active. AID 1531, 2009; in the data active means binding response below about 67% or above about 130%
# GalR3 antag: GalR3 antagonists in HEK293 cells, primary screen, cell-based, fluorescence readout | 0.44% of 360,000 active | HEK293 GalR3-CNG cAMP membrane potential fluorescence; galR3 body fused to GalR1 C-terminus | inhibition, % at 3 µM;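 active means inhibition above the screen-wide average plus 3 SD, cut at about 13% in these data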;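 further: forskolin and galanin both at EC90 stimulate the cells; cAMP rise reported by CNG channel membrane potential dye signal; 0% = forskolin plus galanin with DMSO and 100% = forskolin alone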
# Target sequence (O60755 1-299 limits assumed): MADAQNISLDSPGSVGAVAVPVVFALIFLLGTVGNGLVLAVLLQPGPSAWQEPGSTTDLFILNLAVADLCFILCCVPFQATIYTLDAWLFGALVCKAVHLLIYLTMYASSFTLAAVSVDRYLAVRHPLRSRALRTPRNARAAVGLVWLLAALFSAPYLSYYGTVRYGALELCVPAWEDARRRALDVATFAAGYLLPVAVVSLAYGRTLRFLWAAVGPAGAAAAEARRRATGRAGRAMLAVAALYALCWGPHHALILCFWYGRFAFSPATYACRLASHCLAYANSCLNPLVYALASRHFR
# GPR7 antagonist: GPR7 receptor antagonists, primary screen, cell-based, fluorescence, single concentration | AID 1861, 2009 | GPR7-expressing cells, fluorescence antagonist assay | 1.1% of 290,000 active | inhibition, % at 4.4 µM | Neuropeptides B/W receptor type 1 (Homo sapiens), P48145; in the data active means inhibition above about 16%, passing the limit was not always enough;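 further: cells stimulated with the agonist NPW; 0% = agonist with vehicle and 100% = vehicle without agonist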
# Target sequence (P48145 whole entry, looked up): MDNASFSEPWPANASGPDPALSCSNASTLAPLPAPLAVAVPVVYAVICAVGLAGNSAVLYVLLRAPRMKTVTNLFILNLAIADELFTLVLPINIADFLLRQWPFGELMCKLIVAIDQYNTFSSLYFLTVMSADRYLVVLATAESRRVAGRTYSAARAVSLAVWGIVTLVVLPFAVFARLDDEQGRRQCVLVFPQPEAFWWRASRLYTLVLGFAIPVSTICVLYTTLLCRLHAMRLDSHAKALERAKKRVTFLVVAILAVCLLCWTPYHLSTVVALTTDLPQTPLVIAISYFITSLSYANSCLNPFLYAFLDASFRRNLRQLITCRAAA
# MEKK2mut PB1 HTS: MEK5 binding signal on mutant MEKK2 PB1, primary screen, biochemical, multiplex bead flow cytometry, Alexa488-MEK5; Alexa488-MEK5 binding to MEKK2 mutant; percent response, % at 10 µM; 0.35% of 290,000 active; AID 1530, 2009; in the data active means percent response above about 24%, passing the limit was not always enough; further: inactives centre near 1; some results filed as inactive read as strong as hits
# V1R ag counter: agonists of human V1a receptor, primary screen, counter-screen for OXTR agonist project, fluorescence, CHO-V1R cells | AID 2797, 2010 | Vasopressin V1a receptor (Homo sapiens), P37288 | 0.25% of 320,000 active | activation, % at 3 µM | Fluo-8 calcium fluorescence, agonist mode; 0% DMSO, 100% 3 nM vasopressin;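 active means activation above the mean activation of all tested compounds plus 3 SD, per screening run, cut at about 20% in these data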;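 further: signal is peak over basal fluorescence ratio across a 100 second FLIPR read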
# Target sequence (P37288 whole entry, looked up): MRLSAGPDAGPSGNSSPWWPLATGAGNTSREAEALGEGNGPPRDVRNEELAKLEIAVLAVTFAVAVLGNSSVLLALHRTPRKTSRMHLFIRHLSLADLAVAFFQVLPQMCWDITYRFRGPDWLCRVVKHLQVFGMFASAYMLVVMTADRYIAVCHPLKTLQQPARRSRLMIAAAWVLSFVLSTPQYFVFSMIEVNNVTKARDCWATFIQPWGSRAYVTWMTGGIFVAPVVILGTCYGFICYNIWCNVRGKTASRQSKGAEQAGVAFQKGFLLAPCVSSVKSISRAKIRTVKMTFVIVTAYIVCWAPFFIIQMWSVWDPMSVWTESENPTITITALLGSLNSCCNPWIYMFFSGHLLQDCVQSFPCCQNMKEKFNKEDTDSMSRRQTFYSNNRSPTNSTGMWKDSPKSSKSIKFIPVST
# M18AAP inhibitor: PfM18AAP inhibitors, malaria aminopeptidase, primary screen, biochemical, QFRET, recombinant enzyme. H-Glu-NHMec fluorogenic cleavage. 1.2% of 290,000 active. inhibition, % at 7.35 µM. M18 aspartyl aminopeptidase (Plasmodium falciparum 3D7);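 active means inhibition above the campaign mean inhibition over all tested compounds plus 3 SD, cut at about 28% in these data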;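 further: 0% = plate median of test compound wells and 100% = 2 mM ZnCl2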
# NALP1 inh: NALP1 inflammasome inhibitors in reconstituted yeast, colorimetric, S. cerevisiae, triplicate retest | S. cerevisiae NALP1/ASC/caspase-1 growth, X-gal OD620, 72 h | inhibition, % at 10 µM | 0.61% of 280,000 active; in the data active means inhibition mostly above about 24%, no sharp cut-off; inactive means mostly below about 32%; further: some compounds called inactive have numbers as strong as hits
# OXTR potentiator: human OXTR potentiators, primary screen, fluorescence, CHO-OTR cells, Fluo-8 calcium; Oxytocin receptor (Homo sapiens), P30559; activation, % at 3 µM; 0.061% of 320,000 active; Fluo-8 calcium fluorescence, potentiator mode; 0% = oxytocin EC15, 100% = EC100;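 active means activation above that plate's cutoff, the mean activation of tested compounds plus 3 SD, cut at about 6.6% in these data, passing the limit was not always enough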;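 further: 100% uses oxytocin at 75 nM as the full agonist control; some results filed as inactive read as strong as hits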
#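 Assay system: CHO cell line stably expressing human OTR | Also added: Oxytocin at about EC15, sub-maximal agonist stimulus | Times: Compound 6 min at room temperature before oxytocin, 100 s read | Measured by: Fluo-8 intracellular calcium fluorescence, ex 470-495, em 515-575 nm | Controls: EC15 oxytocin alone as 0%, 75 nM oxytocin as 100%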
# An asterisk follows results filed as active; . = no result given; [ ] = dose if it differs, or a comment.
# Start of the listing, in advance (two entries):
SMILES,OXTR agonist,MEKK2wt PB1 HTS,GalR3 antag,GPR7 antagonist,MEKK2mut PB1 HTS,V1R ag counter,M18AAP inhibitor,NALP1 inh,OXTR potentiator
Cc1cc(NC(=O)C2CCCCC2)ncc1NC(=O)c1ccccn1,0.0,100,-5,-4,1,0.5,-5,9,-3
CC(C)c1ccc(/C=N/n2nnnc2Nc2ccccc2)cc1,-0.8,108,1,-6,6,0.3,13,14,6

# The listing (from the top)
SMILES,OXTR agonist,MEKK2wt PB1 HTS,GalR3 antag,GPR7 antagonist,MEKK2mut PB1 HTS,V1R ag counter,M18AAP inhibitor,NALP1 inh,OXTR potentiator
Cc1cc(NC(=O)C2CCCCC2)ncc1NC(=O)c1ccccn1,0.0,100,-5,-4,1,0.5,-5,9,-3
CC(C)c1ccc(/C=N/n2nnnc2Nc2ccccc2)cc1,-0.8,108,1,-6,6,0.3,13,14,6
O=C(c1cc2ccccc2s1)N1CCN(c2ccccn2)CC1,0.0,91,0,-8,-4,1.8,3,4,-8
O=C(Nc1ccccc1F)Nc1cccc2ccc(O)cc12,-0.7,91,-10,-4,1,3.8,2,16,-8
CCCOc1cc2c(C#N)c(N3CCCC3)nc(N)c2c(N)n1,0.3,104,-2,.,3,0.4,.,.,5
CCOc1ccc(N=c2scc(-c3ccccc3)n2CCO)cc1,1.7,93,-12,2,-3,3.2,19,7,-10
O=S(=O)(c1ccc(Br)cc1)n1ccc2ccccc21,-1.1,108,-6,-16,2,3.2,4,6,-21
COc1ccccc1-c1ccc(=O)n(CC(=O)NCC2CCCO2)n1 (stereo not drawn),0.0,98,-8,-8,3,-0.1,0,8,-6
CCN(CC(=O)NCc1ccco1)S(=O)(=O)c1ccc(OC)cc1,-0.8,.,4,.,.,-1.1,.,.,-5
CCc1c(C2(O)CCCCC2)[nH]c2cc(C(F)(F)F)ccc12,3.3,98,.,-26,-1,-1.5,4,4,-4
COc1cc(CC(=O)OCC(=O)Nc2ccc3c(c2)OCO3)cc(OC)c1OC,-0.4,97,1,5,-4,0.1,-5,13,-17
Cc1ccc2c(c1)nnn2C1CCN(CC(=O)NCCc2ccccc2)CC1,3.1,95,-1,1,-2,3.0,1,4,-8
CCCC(c1nnnn1CCOC)N(Cc1cc2cc(C)c(C)cc2[nH]c1=O)CC1CCCO1 (stereo not drawn),-0.6,.,7,16,.,0.9,0,6,-1
O=C(NCc1cccnc1)C1CC2c3ccccc3C1c1ccccc12 (stereo not drawn),-0.3,101,2,-1,-1,0.1,-5,3,6
Cc1csc(NC(=O)CS(=O)(=O)c2ccccc2)n1,0.2,102,-3,-9,3,0.3,5,22,-3
Cc1ccccc1-c1nc(CS(=O)(=O)CC(=O)NCc2ccco2)c(C)o1,2.1,107,-4,-9,3,3.7,0,-6,-11
COc1ccccc1NS(=O)(=O)c1cc(NC(=O)c2cc3ccccc3oc2=O)ccc1C,-0.5,105,-5,-2,0,0.0,-4,14,-6
COc1ccc(C(=O)COC(=O)CNC(=O)c2cccc(OC(F)F)c2)cc1,-0.9,109,-7,1,-1,-0.7,3,19,-10
O=C(O)c1ccc(/C=C/c2nc3ccccc3c(=O)[nH]2)cc1,0.5,101,-4,-9,7,0.1,-14,16,-9
CC1CCN(c2nncc3ccccc23)CC1,-0.8,110,5,11,2,-0.6,11,-11,-11
O=C(O/N=C1/CCSc2ccccc21)c1ccc(F)cc1,-1.1,92,.,-7,-7,-1.1,-12,2,-6
Cc1cccc(-c2nnc(SCCC(=O)N3CCOCC3)o2)c1,0.1,101,-7,3,-2,0.9,-2,25,-1
O=C(c1cccc(S(=O)(=O)N2CCN(c3ccccc3)CC2)c1)N1CCCC(C(F)(F)F)C1 (stereo not drawn),10,.,-4,.,.,7.6,.,.,-7
Cc1nc2ccccc2c2c1C(=O)N(C1CCCCCCC1)C2=O,0.8,98,-2,0,0,0.4,1,-10,-1
C=CCc1cc(Cl)ccc1OCCN(C)C,1.4,110,-8,-15,6,1.9,-1,20,-7
CCCN1C2CCCC1CC(NC(=S)Nc1ccc(OC)cc1)C2 (stereo not drawn),-0.6,105,-4,-10,4,0.7,-1,3,-10
CC1=NNC(=O)C1Cc1ccc(F)cc1 (stereo not drawn),0.5,100,2,-15,3,1.1,-2,-23,-10
CCOC(=O)N1CCC(=NNc2nc(C)cc(=O)[nH]2)CC1,-0.6,99,-1,-3,-5,-1.0,6,15,-1
CN1CC=C2C(C#N)=C(N)C(C#N)(C#N)[C@H](c3ccoc3)[C@H]2C1,5.8,94,.,-5,-4,3.2,21,12,-2
CC(CC(=O)Nc1nnc(C(C)(C)C)s1)c1ccccc1 (stereo not drawn),-1.8,108,-7,-1,7,0.2,4,7,-10
CCOC(=O)c1c(NC(=O)CC2SC(N)=NC2=O)sc2c1CCC(C)C2 (stereo not drawn),-1.5,95,-9,-6,-1,0.1,2,28,3
Nc1cccc2c1C(=O)N(C(=O)c1cccc(S(=O)(=O)N3CCCCCC3)c1)C2=O,0.9,103,-2,-8,6,1.2,3,-3,-2
Cc1cc(C)cc(NS(=O)(=O)c2cccs2)c1,-1.4,104,-9,2,3,-1.1,-7,7,-10
Cc1ccc(CSc2nc(N)cc(N)n2)cc1,0.3,107,-6,-7,4,-0.1,-2,17,-5
Cc1noc(C)c1NC(=O)N(C)C[C@@H]1Oc2ccc(NC(=O)C3CCCCC3)cc2C(=O)N([C@@H](C)CO)C[C@H]1C,1.2,.,-1,.,.,0.3,.,.,0
CN(C)S(=O)(=O)c1ccc(C(=O)NNC(=O)C23CC4CC(CC(C4)C2)C3)cc1,0.2,.,-6,.,.,0.3,.,.,-3
Cc1c(OCC(=O)N2CCC(C(N)=O)CC2)ccc2c3c(c(=O)oc12)CCCC3,-0.5,99,-6,2,-1,0.6,0,15,-4
COc1cc(C)ccc1OCCOCCN(C)Cc1ccccc1,0.8,95,-3,-3,-1,2.2,3,32,0
Cc1ccc(NC(=O)N2C(=O)C3(OCCO3)c3ccccc32)cc1,1.3,103,-2,-12,11,0.9,8,5,-3
O=C(O)c1ccc(N2C(=O)/C(=C\c3ccccc3)N=C2c2ccccc2)cc1,4.8,112,-2,-13,8,3.3,-1,.,0
COCCn1c(SCC(=O)Nc2cc(C)on2)nc2ccccc21,0.4,105,-1,3,-3,0.2,-7,-26,-4
COc1ccc(CN2CCNC(=O)C2CC(=O)NCc2cnn(C)c2)cc1OC (stereo not drawn),-0.2,107,-3,-4,9,1.0,0,-1,0
CC(C)C(C)NC(=O)COc1ccc(-c2ccccc2)cc1 (stereo not drawn),2.5,98,-3,2,2,3.8,0,-9,-12
COc1ccccc1N1CCN(S(=O)(=O)CCNC(=O)C2CC(=O)N(c3ccccc3)C2)CC1 (stereo not drawn),2.5,96,2,-12,5,5.3,2,-2,-6
Cc1nc(SCC(=O)NCC2CCCO2)c2c3c(sc2n1)CCC3 (stereo not drawn),.,94,0,-9,1,.,1,-1,.
CCN1C(=O)[C@H]2[C@@H](c3ccc(Cl)cc3)N3C(=O)CN(CC4CC4)C(=O)[C@@]3(C)[C@H]2C1=O,0.5,103,-6,8,-2,0.4,1,1,5
COc1ccc(C(=O)NC(=S)NCc2ccccc2)cc1OC,-0.8,109,-2,-10,0,0.1,0,-2,-5
COc1ccc(Cn2nnnc2C(c2cc(OC)ccc2OC)N2CCC(C(N)=O)CC2)cc1 (stereo not drawn),1.5,104,-2,-3,10,0.4,-13,-21,8
COCCOC(=O)c1cc(C(=O)c2cc(F)ccc2O)coc1=N,0.7,109,-2,9,5,2.4,2,3,-12
O=C1c2ccccc2C(=O)N1CCSc1n[nH]c(=S)s1,0.5,.,-3,-7,.,0.6,7,-6,-6
COc1ccccc1CNC(=O)C1CC(c2ccc([N+](=O)[O-])cc2)=NO1 (stereo not drawn),0.9,101,-6,11,1,0.8,4,-18,-10
O=C(CN(CC1CCCO1)C(=O)CNS(=O)(=O)c1ccc(F)cc1)NCc1ccc(F)cc1 (stereo not drawn),-0.5,99,-9,-15,0,-0.7,-9,5,-6
O=C(Nc1ccc(S(=O)(=O)N2CCOCC2)cc1)c1cc(S(=O)(=O)N2CCOCC2)ccc1Cl,0.9,96,1,-9,-2,-0.2,-2,8,-2
CCOC(=O)C1=C(c2ccccc2)NC(SC)=C(C#N)C1c1cccnc1 (stereo not drawn),-1.6,104,-5,-2,0,-0.6,-7,22,7
Clc1ccc(SCc2cc(-c3ccccc3)no2)cc1,0.1,83,-5,-13,-9,-0.2,-2,-11,-5
O=C(c1ccc(Cl)cc1)c1ccc(CN2C(=O)c3ccccc3C2=O)o1,-0.5,2.0*[inhibitor],0,8,-16,0.1,8,-1,-15
COC(=O)c1sc2ccccc2c1NC(=O)c1ccc(S(=O)(=O)N2CCC(C)CC2)cc1,-1.4,105,8,8,-4,-0.5,-6,33,3
COc1ccccc1C(=O)NCCc1nc2ccccc2n1C,-0.9,100,-2,.,4,-0.8,.,8,-12
CC(=O)N(C)c1nc(-c2ccc(Cl)cc2)cs1,0.5,100,-6,4,4,0.7,0,13,-8
CCCCNC(=O)C1=C(N)C(C(=O)Nc2ccc(C)c(S(=O)(=O)N3CCCCC3)c2)SC1=Nc1ccc(C)cc1C (stereo not drawn),0.7,.,3,9,.,-0.1,3,-6,1

# Remaining list, next part
SMILES,OXTR agonist,MEKK2wt PB1 HTS,GalR3 antag,GPR7 antagonist,MEKK2mut PB1 HTS,V1R ag counter,M18AAP inhibitor,NALP1 inh,OXTR potentiator
Cc1cc(C(=O)COC(=O)c2n[nH]c(=O)c3ccccc23)c(C)n1C,-0.7,.,-6,.,.,-0.4,.,.,-9
COc1ccccc1NC(=O)N1CCCC1C(=O)NCc1ccc(F)cc1 (stereo not drawn),-1.2,98,-4,-4,-1,-0.4,2,10,-8
Cc1ccc(N(CC(=O)NCc2ccco2)C(=O)CCC(=O)Nc2nccs2)cc1,-0.5,117,14*,-7,2,0.3,-4,.,-1
Cn1cc(Br)c(-c2cccc(NC(=O)CCCC(=O)O)c2)n1,-0.2,102,-1,-19,9,0.9,3,31,-10
CSCCC(NC(=O)C1CCC(C)CC1)C(=O)OCC(=O)c1ccc(Cl)cc1 (stereo not drawn),-1.9,107,0,-2,4,-0.1,2,30,-3
COc1ccc(CCNC(=O)CCC(=O)N2CCN(S(=O)(=O)c3ccccc3)CC2)cc1OC,0.6,94,-3,-13,-1,0.9,-7,5,-14

# Three of the entries above in order of the MEKK2mut PB1 HTS value, smallest number first:
smiles | MEKK2wt PB1 HTS | GalR3 antag | GPR7 antagonist | MEKK2mut PB1 HTS | M18AAP inhibitor | NALP1 inh | OXTR potentiator
O=C(c1cc2ccccc2s1)N1CCN(c2ccccn2)CC1 | 91 | 0 | -8 | -4 | 3 | 4 | -8
Cc1csc(NC(=O)CS(=O)(=O)c2ccccc2)n1 | 102 | -3 | -9 | 3 | 5 | 22 | -3
CC(CC(=O)Nc1nnc(C(C)(C)C)s1)c1ccccc1 (stereo not drawn) | 108 | -7 | -1 | 7 | 4 | 7 | -10

# Bioassay records as filed in PubChem BioAssay.
